# Screens as filed in PubChem.
# RGS4 block: human RGS4 inhibition; HEK293 M3R/RGS4 inducible, Fluo-4 calcium flux; stronger effect = higher value; triggered by carbachol at its EC20; AID 463165; P49798; 310,000 tested, 0.45% active; B-score at 10 µM;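 active = B-score, a plate-corrected calcium signal, over three deviations above library mean, with baseline fluorescence within five deviations of library mean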;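 note: RGS4 expression induced by doxycycline in cells with stable M3 receptor; B-score is computed from the integrated fluorescence ratio over baseline after carbachol; higher B-score means a larger calcium signal and so more RGS4 inhibition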
# Target sequence (P49798 whole entry, looked up): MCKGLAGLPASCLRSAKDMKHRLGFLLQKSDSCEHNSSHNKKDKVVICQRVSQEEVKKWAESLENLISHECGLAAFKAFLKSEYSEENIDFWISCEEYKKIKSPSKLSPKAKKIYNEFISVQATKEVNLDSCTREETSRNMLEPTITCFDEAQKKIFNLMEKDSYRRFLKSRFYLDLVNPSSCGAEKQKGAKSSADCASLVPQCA
# TMEM16A inh: inhibitors of mouse TMEM16A calcium-activated chloride channel; HEK293 TMEM16A/YFP iodide influx fluorescence, ionomycin; normalized B-score (activity score, 25-100; higher = stronger inhibition) at 10 µM; 310,000 tested, 1.2% active; AID 588511;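 active = ratio plate-corrected score three or more library SD toward inhibition, starting fluorescence score within five deviations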;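 note: score derived from kinetic fluorescence span divided by baseline fluorescence per well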
# RGS4 act: potentiators or activators of RGS4; HEK293 M3R/inducible RGS4, carbachol calcium flux Fluo4; stronger effect = lower value; B-score at 10 µM; 310,000 tested, 0.92% active;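 active = B-score of the integrated calcium signal more than 4 SD below the library mean, with starting fluorescence not abnormally high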;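 note: negative B-score means reduced calcium response which marks RGS4 activation or potentiation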
#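 Test system: HEK293 cells with stable M3R and inducible RGS4; also added: carbachol at ECmax as muscarinic agonist stimulus; schedule: dye loading 30 min 37 °C, buffer rest 30 min RT; technique: kinetic calcium fluorescence imaging with Fluo4-AM dye, 2 µM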
# KCNK9 block: human KCNK9 channel inhibition | B-score at 10 µM | HEK293 KCNK9, FluxOR thallium flux fluorescence; stronger effect = lower value | 310,000 tested, 1.2% active;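 active = ratio B-score over 3 SD below the library mean, with starting fluorescence within 5 SD of its mean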;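 note: negative B-score means less thallium flux so channel inhibition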
# Target sequence (Q9NPC2 whole entry, looked up): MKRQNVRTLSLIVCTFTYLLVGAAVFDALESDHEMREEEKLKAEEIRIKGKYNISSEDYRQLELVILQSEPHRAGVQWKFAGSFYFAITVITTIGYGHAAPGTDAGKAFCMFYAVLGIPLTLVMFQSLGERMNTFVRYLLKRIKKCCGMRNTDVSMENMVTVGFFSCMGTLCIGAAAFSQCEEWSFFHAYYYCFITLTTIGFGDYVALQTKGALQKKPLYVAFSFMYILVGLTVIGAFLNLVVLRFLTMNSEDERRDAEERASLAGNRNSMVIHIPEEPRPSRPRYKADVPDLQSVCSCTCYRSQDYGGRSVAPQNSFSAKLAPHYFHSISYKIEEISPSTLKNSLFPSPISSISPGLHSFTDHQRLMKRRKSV
# SKKanGAS inh: SKKanGAS growth inhibition. 300,000 tested, 1.3% active. S. pyogenes SKKanGAS, kanamycin growth, BacTiter-Glo, 6 h. inhibition, % at 7.5 µM;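 active = mean replicate score, as percent of positive control median, at least 50; inconclusive = mean below 50 but one replicate at or above 50; inactive = mean and every replicate below 50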;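 note: strain carries kanamycin resistance gene driven by streptokinase promoter and grows in 40 µg/ml kanamycin; loss of luminescence reflects streptokinase promoter inhibition or plain growth inhibition; 0% = median of DMSO wells and 100% = positive control at its reference dose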
# hERG protect: shields human hERG channel from block by proarrhythmic agents | AID 1511 | activation (rescue from dofetilide block), less the hit threshold, % at 10 µM | 310,000 tested, 0.51% active | CHO-hERG, FluxOR thallium flux, dofetilide IC70 present;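 active = activation above the mean of controls blocked by dofetilide plus 5 SD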;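 note: thallium influx through hERG after potassium depolarization seen as dye fluorescence rise; in these data hits start at about 4.7%; inactives centre near -7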
# KCNQ1 inh: inhibitors of human KCNQ1 potassium channel. P51787. AID 2642. CHO-K1 KCNQ1, FluxOR thallium flux fluorescence; stronger effect = higher value. B-score at 10 µM. 310,000 tested, 1.3% active;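 active = compounds whose thallium flux B-score, printed positive for inhibition, exceeds three library SD while starting fluorescence stays within three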;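 note: channel opened by potassium depolarization with thallium stimulus after 20 min compound exposure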
# ANO1 activ: mouse TMEM16A channel activation, primary screen. AID 623877. 340,000 tested, 0.3% active. HEK293 TMEM16A/YFP-H148Q/I152L, iodide quench fluorescence; stronger effect = lower value. Q8BHY3. B-score at 10 µM;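 active = fluorescence-ratio B-score plate-corrected deviation score at least 3 library SD below zero, with starting fluorescence score within 5 deviations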;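 note: channel opened by trigger with iodide after compound preincubation; score built on the fluorescence ratio of max minus min over baseline; more negative score means more quench and so TMEM16A activation or potentiation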
# KCNQ1 act: human KCNQ1 channel potentiation or activation | P51787 | CHO-K1 KCNQ1, thallium flux FluxOR fluorescence; stronger effect = higher value | B-score at 10 µM | 310,000 tested, 0.35% active;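 active = fluorescence ratio B-score, a plate-corrected score, at least three library SD, with initial intensity B-score within 5 SD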
#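 Assay system: CHO-K1 cells stably expressing KCNQ1. Medium: assay buffer for compound exposure, DMSO matched across wells. Timing: 37 °C overnight plating, 90-min dark dye load, 20-min compound pretreatment. Signal: kinetic FluxOR fluorescence, 10 s baseline plus 110 s post-stimulus.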
# KCNK3 inh: human KCNK3 channel inhibition, primary screen; B-score at 10 µM; 340,000 tested, 0.84% active; CHO-KCNK3 thallium flux, FluxOR fluorescence; stronger effect = lower value; O14649;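 active = B-score under library mean minus 4 SD, starting fluorescence ratio at most library mean plus 5 SD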;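 note: more negative B-score means stronger inhibition of thallium flux through KCNK3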
# HDAC3 inhib: human HDAC3 inhibition; recombinant HDAC3, fluorogenic peptide/trypsin coupled, fluorescence; O15379; 320,000 tested, 0.15% active; inhibition, % at 8.3 µM; in the data active = inhibition above about 26%, passing the limit was not always enough; inconclusive = no clear call, values can overlap the other calls
# Target sequence (O15379 whole entry, looked up): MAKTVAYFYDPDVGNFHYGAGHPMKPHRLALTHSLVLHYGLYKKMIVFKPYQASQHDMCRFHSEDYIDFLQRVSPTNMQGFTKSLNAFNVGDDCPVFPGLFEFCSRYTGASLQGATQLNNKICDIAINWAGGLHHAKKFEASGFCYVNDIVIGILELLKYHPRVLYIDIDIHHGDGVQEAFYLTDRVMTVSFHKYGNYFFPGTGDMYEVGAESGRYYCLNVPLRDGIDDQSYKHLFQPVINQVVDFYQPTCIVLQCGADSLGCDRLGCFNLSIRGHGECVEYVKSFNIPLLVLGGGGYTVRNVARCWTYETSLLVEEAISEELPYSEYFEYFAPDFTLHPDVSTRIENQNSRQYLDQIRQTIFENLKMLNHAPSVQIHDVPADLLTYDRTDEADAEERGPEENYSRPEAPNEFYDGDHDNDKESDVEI
# * hit, by the source's call; i = inactive; ? = inconclusive; . = no result given.
SMILES,RGS4 block,TMEM16A inh,RGS4 act,KCNK9 block,SKKanGAS inh,hERG protect,KCNQ1 inh,ANO1 activ,KCNQ1 act,KCNK3 inh,HDAC3 inhib
COc1ccc(Cc2n[nH]c(=S)o2)cc1,i,i,i,i,6,-10,i,i,i,i,11
O=c1[nH]c(CSc2nnc(-c3ccccc3)n2-c2ccccc2)nc2ccccc12,i,i,i,i,5,-9,i,i,i,i,-2
CCCc1c(C(=O)N/N=C/c2ccc(C)s2)nnn1-c1nonc1N,i,i,i,i,3,-3,i,i,i,i,3
Fc1cccc(Cl)c1/C=N/Nc1ccccn1,i,i,i,i,0,-13,i,i,i,i,-1
CC(=O)Oc1oc(-c2ccccc2)nc1/C=N/c1ccccn1,i,i,i,i,3,-11,i,i,i,i,84*
O=C(CN1C(=O)S/C(=C\c2cc(Cl)c(O)c(Cl)c2)C1=O)Nc1ccccc1,i,i,i,i,21,12*,i,i,i,i,13
COCc1[nH][nH]c(=O)c1C=Nc1ccccc1,i,i,i,i,1,-4,i,i,i,i,8
Cc1ccc(C)c(Nc2c(F)c(F)c(F)c(F)c2C(=O)O)c1,i,i,i,i,5,-10,i,i,i,i,-6
COC(=O)c1cccc(NC(=O)c2ccc3c(c2)C(=O)N(Cc2cccnc2)C3=O)c1C,i,i,i,i,6,-8,i,i,i,i,-2
O=C(NC1=NCCS1)c1csc2ccccc12,i,i,i,i,-1,-11,i,i,i,i,-1
COc1ccccc1NC(=O)c1c[nH]c2ccccc12,i,i,i,i,-1,-8,i,i,i,i,-2
CC1(C(=O)NCCN2CCOCC2)C=CC2(CCCCC2)N1C(=O)c1ccccc1 (stereo not given),i,i,i,i,13,-7,i,i,i,i,-10
O=C(CSc1ccc2nnc(-c3cccnc3)n2n1)N1CCOCC1,i,i,i,i,0,-14,i,i,i,i,-7
O=[N+]([O-])c1ccc(N2CCOCC2)cc1N1CCCCC1,i,i,i,i,9,-7,i,i,i,i,8
COc1cccc(NC(=O)C23CCC(C)(C(=O)O2)C3(C)C)c1 (stereo not given),i,i,i,i,-11,-8,i,i,i,i,-1
COc1ccc(CN2CCN(Cc3c[nH]c4ccccc34)CC2)cc1,i,i,i,i,3,-6,i,i,i,i,.
Cc1cccc(C)c1NC(=O)CC1SC2=NCCN2C1=O (stereo not given),i,i,i,i,-4,-4,i,i,i,i,-11
Cc1ccc(-c2csc(/C(C#N)=C(\O)CCl)n2)cc1,i,.,i,i,25,-20,6*,i,i,i,.
CC(C)Oc1ccc(/C=C(/NC(=O)c2ccccc2)C(=O)NC(Cc2ccccc2)C(=O)O)cc1 (stereo not given),i,i,i,i,4,-2,i,i,i,i,3
COC(=O)c1cccc(NC(=O)C2COc3ccccc3O2)c1C (stereo not given),i,i,i,i,1,-10,i,i,i,i,6
COc1cccc(NC(=O)C(c2ccccc2)N2CCNC(=O)C2)c1 (stereo not given),i,i,i,i,-1,-9,i,i,i,i,4
COc1ccc(NC(=O)C2CCN(S(=O)(=O)c3ccc4c(c3)CC(C)N4C(C)=O)CC2)c(OC)c1 (stereo not given),i,i,i,i,2,-13,i,i,i,i,0
C=CCc1ccc(OCCCCNC(C)CC)c(OC)c1 (stereo not given),i,i,i,i,1,-4,i,i,i,i,1
CCOC(=O)C1=NN(c2ccc(OC)cc2)C2C(=O)N(c3ccccc3OC)C(=O)C12 (stereo not given),i,i,i,i,-4,-7,i,i,i,i,12
COc1ccc(C2/C(=C(/O)c3ccc(C)cc3)C(=O)C(=O)N2C)cc1 (stereo not given),i,i,i,i,3,-3,i,i,i,i,-1
O=C(Nc1ccc(-c2nc3ccccc3o2)cc1)c1cc(-n2cnnc2)ccc1Cl,i,i,i,i,13,-8,i,i,i,i,8
CN(C(=O)c1cccs1)c1ccccc1C(=O)O,i,i,i,i,2,-8,i,i,i,i,-8
O=c1cccccc1NN=C1CCCCC1,i,i,i,i,8,1,i,i,i,i,2
COc1cccc(CNC(=O)Cn2nc(C)c3c(C)n(-c4ccc(C)cc4)nc3c2=O)c1OC,i,i,i,i,3,-6,i,i,i,i,-6
O=C(COc1ccccc1Cl)Nn1cnnc1,i,i,i,i,-8,-5,i,i,i,i,-4
CCCCNC(=O)CN(C1CCCCC1)S(C)(=O)=O,i,i,i,i,.,-9,i,i,i,i,-1
COc1ccc(S(=O)(=O)N2CCC(C(=O)NCC3CCCCC3)CC2)cc1,i,i,i,i,-5,-5,i,i,i,i,-1
O=S(=O)(O)c1cc2oc(-c3ccccc3)nc2c2ccccc12,i,i,i,i,0,-8,i,i,i,i,-63
Cc1cc(NC(=O)c2cc(C3CC3)on2)n(-c2ccccc2)n1,i,i,i,i,-8,-9,i,i,i,i,.
O=C(CSc1nnc(NC(=O)Cc2ccccc2)s1)NCC1CCCO1 (stereo not given),i,i,i,i,-5,-3,i,i,i,i,-5
Cc1cccc(C2N=C(N)Nc3nc4ccccc4n32)c1 (stereo not given),i,i,i,i,4,-15,i,i,i,i,4
Cc1nc2ccccc2n1CC(O)COc1ccccc1Cl (stereo not given),i,25*,i,i,10,-17,i,i,i,i,1
CC(C)(C)C(=O)CN1C(=O)NC2(CCc3ccccc32)C1=O (stereo not given),i,i,i,i,3,-9,i,i,i,i,1
Cc1ccc(F)cc1NC(=O)N1CCNC(=O)C1CC(=O)Nc1cc(Cl)ccc1Cl (stereo not given),i,i,i,i,-6,0,i,i,i,i,13
O=C(Nc1ccc(N2C(=O)C3C4C=CC(C4)C3C2=O)cc1)Nc1nncs1 (stereo not given),i,i,i,i,-1,-12,i,i,i,i,2
CCc1ccccc1N1CC(C(=O)O)CC1=O (stereo not given),i,i,i,i,-1,-6,i,i,i,i,7
Cc1ccc(C(=O)NCCc2ccc(S(N)(=O)=O)cc2)cc1[N+](=O)[O-],i,i,i,i,-3,-3,i,i,i,i,3
O=C(NCCc1ccccc1)C1CCCN(S(=O)(=O)c2cccs2)C1 (stereo not given),i,i,i,i,0,-7,i,i,i,i,1
O=C(O)c1cc([N+](=O)[O-])c(Nc2cccc3ccccc23)c([N+](=O)[O-])c1,i,i,i,i,18,-4,i,i,i,i,6
CC1CCC2C(=O)N(c3cccc(OS(=O)(=O)c4ccccc4)c3)C(=O)C2C1 (stereo not given),i,i,i,i,-1,-14,i,i,i,i,-2
COc1cccc(/C=C2\N=C(C3CCCCC3)OC2=O)c1OC,i,i,i,i,4,-14,i,i,i,i,-1
CCCc1cc(C(=O)NCc2ccc(OC)cc2)no1,i,i,i,i,-2,-9,i,i,i,i,-2
Cc1ccc(-n2c(=O)c(C#N)cc3c(=O)n4cccc(C)c4nc32)cc1,i,i,i,i,7,-6,i,i,i,i,-30
CCN(CC)S(=O)(=O)c1ccc(N2CCN(c3ccccc3O)CC2)nc1,i,i,i,i,3,-9,i,i,i,i,13
O=C(NNS(=O)(=O)c1ccc(F)cc1)c1ccccc1,i,i,i,i,-4,-12,i,i,i,i,5
Cn1c(=O)c2c(-c3ccc(C(C)(C)C)cc3)n(N3CCOCC3)cc2n(C)c1=O,i,i,i,i,0,-5,i,i,i,i,-4
CCOc1ccc(-n2nc(C(=O)N3CCN(CC)CC3)c3ccccc3c2=O)cc1,i,i,i,i,3,-12,i,i,i,i,1
COc1cc2c(cc1O)[C@@H]1Cc3cc(O)c(OC)cc3[C@H](C2)N1C,i,i,i,i,0,-9,i,i,i,i,-14
CCOC(=O)c1c(C)[nH]c(C(=O)COC(=O)CNC(=O)c2ccc(Cl)cc2Cl)c1C,i,i,i,i,-4,-6,i,i,i,i,4
Nc1ccc2oc(-c3cccc4ccccc34)nc2c1,i,i,i,i,1,-10,i,i,i,i,0
COc1cccc2[nH]c3c(N4CCN(Cc5ccc6c(c5)OCO6)CC4)ncnc3c12,i,i,i,i,16,-9,i,.,i,.,-4
O=C(NCc1nnc(SCC(=O)N2CCCC2)o1)c1ccccc1F,i,i,i,i,1,-2,i,i,i,i,-2
Cc1ccc(N2CC(C(=O)Nc3nc4ccc(S(C)(=O)=O)cc4s3)CC2=O)cc1C (stereo not given),i,i,i,i,7,-8,i,i,i,i,4
Cc1nc2c(-c3ccccc3)c[nH]n2c(=O)c1Cc1ccccc1,i,i,i,i,71*,-7,i,i,i,i,-24
CCC(=O)N1CCC2(CC1)Oc1ccc(F)cc1C(=O)C21CC(c2cccnc2)=NO1 (stereo not given),i,i,i,i,3,-7,i,i,i,i,?

# Entries of single compounds from above. Order of screens: RGS4 block, TMEM16A inh, RGS4 act, KCNK9 block, SKKanGAS inh, hERG protect, KCNQ1 inh, ANO1 activ, KCNQ1 act, KCNK3 inh, HDAC3 inhib
# Cc1ccc(C(=O)NCCc2ccc(S(N)(=O)=O)cc2)cc1[N+](=O)[O-] is listed as i, i, i, i, -3, -3, i, i, i, i, 3
# CC(C)Oc1ccc(/C=C(/NC(=O)c2ccccc2)C(=O)NC(Cc2ccccc2)C(=O)O)cc1 (stereo not given) is listed as i, i, i, i, 4, -2, i, i, i, i, 3
# O=C(CSc1nnc(NC(=O)Cc2ccccc2)s1)NCC1CCCO1 (stereo not given) is listed as i, i, i, i, -5, -3, i, i, i, i, -5

# Next section
SMILES,RGS4 block,TMEM16A inh,RGS4 act,KCNK9 block,SKKanGAS inh,hERG protect,KCNQ1 inh,ANO1 activ,KCNQ1 act,KCNK3 inh,HDAC3 inhib
Clc1ccc(SCc2cc(N3CCOCC3)nc(-c3ccccn3)n2)cc1,i,i,i,i,-1,-16,i,i,i,i,-1
CC1(C)CC(=O)c2sc(NS(=O)(=O)c3ccccc3)nc2C1,i,i,i,i,0,-7,i,i,i,i,3
Cc1c(CC(=O)N[C@@H](C)C(=O)O)c(=O)oc2cc3occ(-c4ccccc4)c3cc12,i,i,i,i,-1,-3,i,i,i,i,-5
COC(=O)c1cn(C(=O)c2ccc(F)cc2)c2ccccc12,i,i,i,i,-2,0,i,i,i,i,-2
CCc1ccccc1NC(=O)/C(C#N)=C/c1ccc(Sc2ccccc2)o1,i,i,i,-14*,17,-7,i,i,i,i,6
COc1ccc(S(=O)(=O)N2CCC(NC(=O)c3cccc(F)c3)CC2)cc1,i,i,i,i,-6,1,i,i,i,i,-8
Cc1ccc(-c2cc(Cc3ccc(N(C)C)cc3)c(=O)[nH]n2)cc1,i,i,i,i,7,-6,i,i,i,i,2
O=C(O)C1CC(=O)N(CCc2c[nH]c3ccccc23)C1 (stereo not given),i,i,i,i,-4,-6,i,i,i,i,7
